ERK EGF block – EGF-driven ERK pathway inhibition; HEK293-V1b, EGF-stimulated phospho-ERK AlphaScreen; 130,000 tested, 0.41% active; AID 1454; Potency, µM (doses to about 11.5 µM), inactives show at the top dose activity change, negative = inhibition, usual class: inhibitors; active = well fitted inhibition curve with a large enough effect; inconclusive = small, poorly fitted or top-dose-only effect, or effect the other way;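 note: plate controls were stimulated vehicle wells for no effect and unstimulated vehicle basal for full effect; nearly all actives have a fitted effect of over 55% in size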
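Homogeneous cell-based phospho-ERK assay: HEK293/V1b cells in 1% FBS, compound 30 min then EGF 5 min, AlphaScreen luminescence. Activity normalized between DMSO and 25 nM EGF controls; AC50 from Hill modelling.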
The depositor's hits bear a star; ? = inconclusive; [ ] = remark or other dose. Potency is the fitted concentration of half-maximal effect. An excerpt; rates above refer to the full screens.

Structure,ERK EGF block
CCN(CC)S(=O)(=O)c1ccc(OC)c(NC(=S)Nc2cccc(C)c2)c1,-5%
Cc1nc2ccc(NC(=O)c3ccco3)cc2nc1C,-1%
N#CC1=C(N)Oc2c(O)cc3ccccc3c2C1c1ccsc1 (stereo unspecified),1%
COc1ccc2c(c1)NC(C)(C)C=C2C,-2%
CC(C)CNC(=S)N1CCN(c2nc3ccccc3s2)CC1,10%
C=CC(C1=CC(=O)C=CC1=O)c1ccccc1 (stereo unspecified),17%
CCOC(=O)c1c(NC(=O)COC)sc(C)c1C,-2%
O=C(c1ccc([N+](=O)[O-])cc1)N1CCN(c2cccc3[nH]ccc23)CC1,5%[57.5 µM]
COc1cc(/C=N/NC(=O)c2ccoc2C)ccc1O,-8%
COc1ccc(Cc2nnc(N/N=C(\C)c3ccccc3)[nH]c2=O)cc1OC,-1%[57.5 µM]
CC12CN3CC(C)(CN(C1)C3c1ccc(Cl)cc1Cl)C2=O (stereo unspecified),-10%[57.5 µM]
Cc1ccc(S(=O)(=O)N2CCOCC2)cc1NC(=O)COC(=O)c1ccc2c(c1)OCO2,3%
CCOC(=O)c1c(C)[nH]c(C(=O)COC(=O)/C=C/c2ccc(OCC#N)c(OC)c2)c1C,-3%
CC(=O)Nc1ccc(S(=O)(=O)Nc2nccc(/C=C/c3ccccc3F)n2)cc1,6%
O=C(COC(=O)C1(c2ccccc2F)CCCC1)NCc1cccs1,3%
O=C(Nc1ccccc1F)NC1CC1,-15%
O=C(CCNS(=O)(=O)c1ccc(Br)s1)NCc1ccc(F)cc1,-3%
O=C(COC(=O)c1ccc[nH]c1=O)NCCc1ccc(F)cc1,-1%
O=C(/C=C/c1c(Cl)cccc1Cl)NCc1ccco1,10%
Nc1nc(=S)c2ncn(C3OC(CO)C(O)C3O)c2[nH]1 (stereo unspecified),9%[57.5 µM]

(further entries)
Structure,ERK EGF block
Cc1ccc(NC(=O)COC(=O)C(CC(C)C)N2C(=O)C3CC=CCC3C2=O)c(C)c1 (stereo unspecified),-14%
O=C(COc1ncnc2sccc12)NC1CCCc2ccccc21 (stereo unspecified),11%
COc1ccc(Cl)cc1NC(=S)NNC(=O)C1(C)CC1(Cl)Cl (stereo unspecified),-15%
C=CCO/N=C(\C)c1c(O)c(C)c(-c2ccccc2)n(-c2ccccc2)c1=O,4%
O=C(CN1C(=O)C2CC=CCC2C1=O)NCC(=O)Nc1ccc(F)c(F)c1F (stereo unspecified),-4%
COC(=O)Nc1nc(-c2cc(Cl)ccc2Cl)cs1,0%
CCNc1ccccc1C(=O)O,14%[57.5 µM]
CCn1ccc(C(=O)Nc2ccccc2Cl)n1,-12%
COc1cc(NC(=O)C(=O)NNC(=O)C2CCCCC2)c(OC)cc1Cl,8%
COCCn1c(=O)c(-c2cccc(C#N)c2)nc2cnc(N3CCNCC3)nc21,-12%
COc1ccc(CCC(C)Nc2ccc(F)cc2)cc1 (stereo unspecified),?
CN(C)c1ccc(C(=O)/C=C/c2ccc(Br)cc2)cc1,-4%
O=[N+]([O-])c1cc(/C=N/n2c(-c3cccnc3)n[nH]c2=S)ccc1Cl,0%
O=C(CCNC(=O)c1ccccc1Cl)Nc1nc(-c2ccccc2Cl)cs1,7%
CCCCn1cnc2c(c(-c3ccccc3)c(-c3ccccc3)n2Cc2ccco2)c1=N,-15%[57.5 µM]
Cc1csc(SCc2nc3scc(-c4ccccc4)c3c(=O)[nH]2)n1,-3%
Cn1nccc1C(=O)Nc1ccc2c(c1)OCCO2,-1%
COc1ccc(C(=O)NNC2=NC(C)(C)Cc3ccccc32)cc1,1%
O=C(Nc1n[nH]c(C(F)(F)F)n1)C1CC1,-5%
CCCC(C(=O)O)n1c(O)c(C=C2N=c3ccccc3=N2)sc1=S (stereo unspecified),10%[57.5 µM]

New compounds follow
Structure,ERK EGF block
Nc1cc(=O)[nH]n1C1CCCC1,1%
O=C(CC(=O)c1ccccc1)Nc1cc(C(F)(F)F)ccc1Cl,12%
CC(C)CC(C(=O)OCC(=O)c1c(N)n(C)c(=O)n(C)c1=O)N1C(=O)c2ccccc2C1=O (stereo unspecified),9%
O=C(CCN1C(=O)S/C(=C\c2cccs2)C1=O)NC1=NCCS1,2%
CC(=O)NC1=NN(C(C)=O)C(C)(CS(=O)(=O)c2ccc3ccccc3c2)S1 (stereo unspecified),5%
CC(C)c1onc(C(=O)NCc2cccs2)c1[N+](=O)[O-],-11%
O=c1[nH]ncn1-c1ccc(Br)cc1,-3%
C=CCNC(=S)Nc1cccc(N)c1,?
NC(=O)c1cnn(C2CCS(=O)(=O)C2)c1 (stereo unspecified),2%
COc1ccc(C(=O)Nc2ccc(NC(=O)c3cccs3)c(OC)c2)cc1Cl,-5%
Cc1ccc(C(=O)O)cc1NC(=S)NC(=O)c1ccc(-c2ccccc2)cc1,-12%
Nc1n[nH]c(C2CCCCC2)n1,7%
COc1ccc(/C=C2/CCCC(C(=O)C(F)(F)F)=C2O)cc1OC,4%[57.5 µM]
Cc1ccc(C(=O)N/N=C/c2ccc(-c3cccc(Cl)c3)o2)cn1,?
Cc1nn(Cc2ccccc2Cl)c(C)c1NC(=O)CCCn1nc([N+](=O)[O-])c(Cl)c1C,-8%
CCS(=O)(=O)NCC(c1cccnc1)N1CCN(c2ccc(OC)cc2)CC1 (stereo unspecified),6%
O=C(COC(=O)c1ccc(Cl)cc1O)NC(=O)C1CCCCC1,-11%
CCOc1ccc(-c2nc(C#N)c(NCc3ccco3)o2)cc1,-1%
COc1ccc(-c2csc(N)n2)cc1,15%
Cc1ccc(CN2CCNC(=O)C2CC(=O)NCCCn2ncc3ccccc32)o1 (stereo unspecified),-14%

The results go on.
Structure,ERK EGF block
CCOc1ccc(C2CC(c3c(O)c4ccccc4oc3=O)=NN2c2ccccc2)cc1OC (stereo unspecified),?
CCN(CC)C1CCN(C(=O)c2cc(COc3ccc(F)cc3Cl)on2)C1 (stereo unspecified),-4%
Cc1cccc(-n2cnc3cc(C(=O)N4CCc5ccccc54)ccc32)c1,5%
CCOc1ccc(N=Nc2c(=O)[nH]n3c(=O)c4c([nH]c23)CCCC4)cc1,4%
O=C(Cc1cccs1)N1CCN=C1SCc1ccc(F)cc1,-2%
Cc1ccc(-n2c(C)nnc2SCC(=O)N2CCc3ccccc3C2)cc1,1%
CCn1ncc([N+](=O)[O-])c1C(=O)Nc1c(C)nn(Cc2ccc(F)cc2)c1C,-3%[57.5 µM]
CCNNC(=O)C(O)(c1cccc(C)c1)c1cccc(C)c1,-2%
CC(C)CC(=O)NC(=S)Nc1nc(-c2ccccc2)cs1,-2%
CCOC(=O)CC(NS(=O)(=O)c1ccc(OC)c(C)c1)c1cccc([N+](=O)[O-])c1 (stereo unspecified),1%
C/C(=N\N=C1/NC(=O)C(C)S1)c1ccc([N+](=O)[O-])cc1 (stereo unspecified),7%
COC(=O)c1ccccc1NC(=O)C1CC(=O)N(c2ccc(OC)cc2)C1 (stereo unspecified),7%
COc1ccc(NC(=O)c2c(C)nn(Cc3ccccc3)c2Cl)cc1S(=O)(=O)N1CCOCC1,-5%
C=CCN=C(NC#N)SC,23%[57.5 µM]
CC1CCCN(C(=O)Cc2cn(Cc3cccc(Cl)c3)c3ccccc23)C1 (stereo unspecified),5%
CCCC(=O)C1=C(O)C(C(=O)OC)C(C)(C)CC1=Nc1ccc(C)cc1 (stereo unspecified),6%
O=C(CCC1CCCN(c2ncccn2)C1)N1CCN(c2ccccn2)CC1 (stereo unspecified),2%[57.5 µM]
O=C(O)c1ccccc1C(=O)Nc1cccc([N+](=O)[O-])c1,-5%[57.5 µM]
Cc1cc(N2CCN(c3cccc(C)c3C)CC2)nc(-c2ccccc2)n1,-7%
c1ccc(CSc2ccc(-c3ccc4c(c3)OCO4)nn2)cc1,2%

The listing continues.
Structure,ERK EGF block
COc1ccc(OC)c(-c2cc(-c3cccnc3)nc(N)c2C#N)c1,3%[57.5 µM]
CN(C)Cc1ccc(O)c(CCc2ccccc2)n1,-4%
CCOC(=O)CSc1c(-c2ccc(Cl)cc2)[nH]c2ccccc12,1%
O=C(O)c1cccc(NC(=S)N/N=C/c2cccc(O)c2)c1,1%
Cc1cc(NC(=O)Cn2ccc([N+](=O)[O-])n2)no1,-11%
Cc1ccc(-n2c(SCC(=O)NCCN3C(=O)CSC3=O)nnc2-c2ccccc2)cc1C,1%
CC(=O)NS(=O)(=O)c1ccc(NC(=O)c2ccc(-n3nc(C)cc3C)cc2)cc1,1%
Cc1ccc(/C=C/C(=O)N2CCC(Cc3ccccc3)CC2)cc1,2%
CCOC(=O)C1=C(N)N2C(=O)C(C)SC2=C(C(=O)OCC)C1c1ccc(O)cc1 (stereo unspecified),-6%[57.5 µM]
Cc1nnc(C)c2c(C)n(-c3ccccc3N)c(C)c12,3%
COc1ccc(C[C@H]2CN3C(=NC[C@@H]3Cc3ccccc3)N2C[C@H](C)NC(=O)CCC2CCCCC2)cc1,-18%[57.5 µM]
Cc1ccc(-n2ncc3c(=O)n(CC(=O)N4CCN(c5ccccc5)CC4)cnc32)cc1C,-9%
NC(=O)NOCc1ccccc1F,7%
Cn1ncc([N+](=O)[O-])c1C(=O)n1nnc2ccccc21,13%
O=c1[nH]c(C2C3CC4CC(C3)CC2C4)nc2ccccc12 (stereo unspecified),-7%
Cc1ccc(CNC(=O)Cn2cc(C(F)(F)F)ccc2=O)cc1,16%
CCCN1C(=O)C(Cc2nc3ccccc3c(=O)n2-c2ccccc2)c2cc(C)ccc21 (stereo unspecified),7%
COc1ccccc1/C=N\Nc1cn[nH]c(=O)c1Cl,-2%
CCN(CC)CCN1C(=O)C(=O)/C(=C(/O)c2ccc3c(c2)CC(C)O3)C1c1ccc(OC)cc1 (stereo unspecified),-4%[57.5 µM]
COc1cc(/C=N/Nc2nncn2N)ccc1OCc1c(C)no[n+]1[O-],-2%[57.5 µM]

(continued)
Structure,ERK EGF block
Cc1ccc2cn[nH]c2c1N,8%
FC(F)(F)c1nnc2ccc(Cl)nn12,6%
CCOC(=O)C1=C(c2ccccc2)NC(=O)NC1c1ccc(O)c(OCC)c1 (stereo unspecified),-1%
COc1cc(/C=C(\NC(C)=O)C(=O)NC(C)(C)CC(C)(C)C)ccc1OC(C)=O,-4%
O=C(CN1C(=O)NC2(CCCCC2)C1=O)N1CCN(S(=O)(=O)c2ccccc2)CC1,1%
CCOC(=O)N1CCC(NC(=O)Cn2ncc3c4ccccc4n(C)c3c2=O)CC1,-7%
Cc1ccc(C(=O)CN(Cc2ccccc2)C2=NCCS2)cc1,-3%
Cc1cc(N/N=C/c2ccccc2Br)nc2ccccc12,-9%
O=C(NC(=S)N1CCN(c2ccc([N+](=O)[O-])cc2)CC1)c1ccccc1Cl,-10%
COCC(C)n1c(=O)sc2ccccc2c1=O (stereo unspecified),0%
Cc1ccc(S(=O)(=O)N2CCN(CC(=O)N/N=C\C(Cl)=C\c3ccccc3)CC2)cc1,7%
O=C(NCCCl)Nc1cccnc1Cl,0%
CS(=O)(=O)N1CCC(C(=O)Nc2ccc(F)cc2F)CC1,3%
Cc1cccc(NCN2C(=O)c3ccncc3C2=O)n1,5%
COc1ccc(CCN(C)C(=O)C2CCN(Cc3ccccc3)CC2)cc1OC,13%
O=C(c1cc2ccccc2oc1=O)N1CCOCC1,-21%[57.5 µM]
CCCCOC(=O)c1ccc(NC(=S)N2CCN(c3ncc4c(=O)c(C(=O)O)cn(CC)c4n3)CC2)cc1,1%[57.5 µM]
O=C(NCCc1c[nH]c2ccccc12)/C(=C/c1cccnc1)NC(=O)c1cccs1,3%
COc1ccc2cc1Oc1ccc(cc1)C[C@H]1c3cc(c(OC)cc3CCN1C)Oc1c(OC)c(OC)cc3c1[C@@H](C2)N(C)CC3,-10%[25.7 µM]
COC(=O)C1(C)C=CCN1C(=O)c1ccccc1 (stereo unspecified),4%

Given as labelled records: entries from further up.
> Cc1cc(N/N=C/c2ccccc2Br)nc2ccccc12
- ERK EGF block: -9%

> O=C(NC(=S)N1CCN(c2ccc([N+](=O)[O-])cc2)CC1)c1ccccc1Cl
- ERK EGF block: -10%

> COCC(C)n1c(=O)sc2ccccc2c1=O (stereo unspecified)
- ERK EGF block: 0%

> Cc1ccc(S(=O)(=O)N2CCN(CC(=O)N/N=C\C(Cl)=C\c3ccccc3)CC2)cc1
- ERK EGF block: 7%

(next part)
Structure,ERK EGF block
c1ccc(CCN=C2CCCc3c2[nH]c2ccccc32)cc1,1%[57.5 µM]
C/C(CC(=O)NCc1ccco1)=N\NC(=O)CC#N,-7%
O=C(NNc1ccc(Cl)cc1)c1cccs1,-5%[57.5 µM]
CCc1nn2c(=O)cc(COc3ccc(/C=C4\C(=N)N5N=C(CC(C)C)SC5=NC4=O)cc3)nc2s1,-7%[57.5 µM]
Cc1ccc(S(=O)(=O)n2c([N+](=O)[O-])cnc2C)c(C)c1C,-2%
COc1cccc(OC)c1OCCCOc1ccc(C)cc1Br,?
CC(=O)NC(Cc1ccccc1)c1ccc2c(c1)OCCCO2 (stereo unspecified),1%
CN1CCN(c2ccc(CNC(=O)c3ccc4c(c3)OCCO4)cc2)CC1,-4%[57.5 µM]

Screening results (PubChem BioAssay)
